Compound activity (PubChem BioAssay)
697 NFkB inh: inhibitors of PMA/ionomycin-induced NF-kB reporter, 697 cells, primary screen, B-cell NF-kB inhibitor project, cell-based, luminescence, uHTS; 697 B-cell NF-kB luciferase reporter, 16 h; inhibition, % at 4 µM; 0.33% of 330,000 active; in the data active = inhibition above about 35%
EBI2 antag: EBI2 receptor antagonists, beta-arrestin recruitment, primary screen, cell-based, luminescence, 7a,25-OHC stimulation, uHTS | G-protein coupled receptor 183 (Homo sapiens), P32249 | 7a,25-OHC stimulated | inhibition, % at 5 µM | 0.81% of 360,000 active | AID 651636, 2012; in the data active = inhibition above about 38%;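 note: enzyme fragment complementation signal reports receptor beta-arrestin coupling in cells; 0% = agonist plus DMSO wells and 100% = wells without agonist; some results beyond the cut were filed as inactive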
CXCR6 block: CXCR6 receptor inhibitors, primary screen, cell-based, beta-arrestin, luminescence, CHO-K1 PathHunter, 1536-well; 0.36% of 360,000 active; C-X-C chemokine receptor type 6 (Homo sapiens), O00574; AID 602244, 2012; inhibition, % at 20 µM; in the data active = inhibition above about 34%, passing the limit was not always enough;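 note: antagonist mode with CXCL16 agonist at 10 nM final; 0% = 10 nM CXCL16 with DMSO and 100% = unstimulated wells without agonist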
Target sequence (O00574 whole entry, looked up): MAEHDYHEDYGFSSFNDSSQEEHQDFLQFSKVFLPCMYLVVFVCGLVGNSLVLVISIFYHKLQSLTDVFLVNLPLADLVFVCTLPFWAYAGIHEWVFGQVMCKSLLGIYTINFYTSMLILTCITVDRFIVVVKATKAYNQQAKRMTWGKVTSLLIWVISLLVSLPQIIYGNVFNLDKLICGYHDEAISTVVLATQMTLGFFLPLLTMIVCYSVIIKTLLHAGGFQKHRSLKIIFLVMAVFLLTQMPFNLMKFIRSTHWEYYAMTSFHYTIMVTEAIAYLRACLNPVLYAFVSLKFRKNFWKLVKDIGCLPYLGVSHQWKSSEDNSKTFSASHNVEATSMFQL
CCR6 antagonist: CCR6 receptor antagonists, primary screen, cell-based, CHO-K1, luminescence, beta-arrestin, uHTS. CHO-K1 CCR6 PathHunter beta-arrestin, CCL20-stimulated. inhibition, % at 20 µM. C-C chemokine receptor type 6 (Homo sapiens), P51684. 0.49% of 340,000 active;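 active = compounds whose inhibition of the agonist-driven luminescence signal at 20 µM reaches about 50%, limit read from the data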;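 note: cells stimulated with CCL20 at 14 nM final; plate controls were DMSO with CCL20 for no effect and DMSO without agonist for full effect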
Target sequence (P51684 whole entry, looked up): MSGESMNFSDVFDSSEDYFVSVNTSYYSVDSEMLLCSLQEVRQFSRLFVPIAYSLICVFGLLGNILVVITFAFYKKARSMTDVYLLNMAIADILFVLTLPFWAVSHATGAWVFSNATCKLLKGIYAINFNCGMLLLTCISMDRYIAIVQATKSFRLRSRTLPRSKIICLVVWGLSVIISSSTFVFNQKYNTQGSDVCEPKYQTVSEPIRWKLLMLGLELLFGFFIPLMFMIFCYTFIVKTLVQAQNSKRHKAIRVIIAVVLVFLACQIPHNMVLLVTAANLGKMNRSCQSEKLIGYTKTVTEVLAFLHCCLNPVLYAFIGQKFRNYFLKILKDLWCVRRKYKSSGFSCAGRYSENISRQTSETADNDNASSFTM
UBC13 inh: UBC13 polyubiquitin chain formation inhibitors, primary screen, biochemical, TR-FRET, uHTS | Ubiquitin-conjugating enzyme E2 N (Homo sapiens), P61088 | inhibition, % at 20 µM | 0.47% of 330,000 active | AID 485273, 2010; in the data active = inhibition above about 45%, passing the limit was not always enough
Jurkat NFkB inh: inhibitors of induced NF-kB luciferase reporter, primary screen, TCR NF-kB activation inhibitor project, cell-based, luminescence, uHTS. Jurkat, PMA/ionomycin-induced NF-kB luciferase reporter. inhibition, % at 4 µM. 0.53% of 330,000 active. AID 435003, 2010; in the data active = inhibition above about 50%
Gli-Sufu antag: Gli-Sufu pathway antagonists, primary screen, luciferase luminescence, Sufu-KO-LIGHT cells, uHTS | 0.74% of 340,000 active | inhibition, % at 5 µM | Sufu-KO-LIGHT fibroblasts, Gli luciferase reporter luminescence;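 active = inhibition above about 55%, limit read from the data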;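 note: 0% = DMSO-treated cells and 100% = wells with medium but no cells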
APJ antag: antagonists of human apelin receptor APJ, primary screen, CHO-K1 cells, beta-arrestin complementation, luminescence; P35414; inhibition, % at 20 µM; 0.32% of 330,000 active; AID 2521, 2010;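 active = inhibition above about 40% at 20 µM, limit read from the data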;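 note: cells challenged with 10 nM apelin-13 agonist together with compound; plate controls were apelin-13 plus DMSO wells for no effect and DMSO wells lacking apelin-13 for full effect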
Target sequence (P35414 whole entry, looked up): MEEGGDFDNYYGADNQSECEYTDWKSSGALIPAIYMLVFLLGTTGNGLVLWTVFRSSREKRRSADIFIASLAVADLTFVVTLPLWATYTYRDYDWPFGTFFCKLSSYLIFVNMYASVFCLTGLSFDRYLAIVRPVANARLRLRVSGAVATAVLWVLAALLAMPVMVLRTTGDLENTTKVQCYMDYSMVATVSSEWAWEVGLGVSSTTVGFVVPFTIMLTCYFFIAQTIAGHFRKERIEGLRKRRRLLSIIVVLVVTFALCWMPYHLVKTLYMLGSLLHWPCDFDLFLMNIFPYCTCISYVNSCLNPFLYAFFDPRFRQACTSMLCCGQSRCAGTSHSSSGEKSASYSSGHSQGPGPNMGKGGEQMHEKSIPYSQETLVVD
* marks the source's active call; other numbers are inactive results; . = not tested or not shown.

SMILES | 697 NFkB inh | EBI2 antag | CXCR6 block | CCR6 antagonist | UBC13 inh | Jurkat NFkB inh | Gli-Sufu antag | APJ antag
O=C(NCc1ccccn1)c1cc(-c2ccccc2Cl)nc2ccccc12 | 10 | 3 | -2 | 5 | -3 | 3 | -1 | 7
COc1ccc(CN2C(=O)CC(Cc3cc(C)cc(C)c3)C2=O)cc1OC (centres undefined) | -11 | 2 | 3 | 15 | 8 | 6 | 23 | -3
CC(NC(=S)NC1CCCCC1)C(c1ccccc1)N1CCOCC1 (centres undefined) | 7 | -2 | 10 | -3 | 1 | 2 | 14 | 5
COc1cccc(C(=O)Oc2ccc3ccc(=O)oc3c2)c1 | -2 | -20 | -5 | -1 | 13 | -32 | 37 | 7
Cc1ccnc(NC(=O)c2ccc(NC(=O)c3ccco3)cc2)c1 | -46 | 5 | -8 | 10 | -1 | -73 | -40 | 8
CC1(C)CC(=O)C2=C(C1)N(CC1CCCO1)C(=O)C2(O)C(F)(F)F (centres undefined) | -10 | 10 | 0 | 1 | -12 | 1 | 1 | -23
Cc1cc(C)n(C(=O)CNc2cccc(Cl)c2C)n1 | 6 | 16 | 15 | 3 | 0 | -12 | 2 | 9
CC(=O)Nc1cc(C(F)(F)F)ccc1OCC1CCCO1 (centres undefined) | 12 | 2 | -3 | 13 | -9 | -2 | 2 | -26
Cc1cccc(NC(=O)/C(C#N)=C/c2ccc(Cl)cc2)n1 | -6 | 6 | 1 | 4 | 5 | 3 | 4 | -5
COc1ccccc1N(CC(=O)Nc1ccccc1C(=O)NCC(C)C)S(C)(=O)=O | 7 | -1 | 5 | 10 | -5 | 1 | 2 | 13
CCOC(=O)N1CCN(C(=O)c2ccccc2NC(=O)COc2ccccc2C)CC1 | -1 | -4 | -9 | -2 | 3 | 6 | -3 | -11
Cc1c(C(C)C)c(=O)n(-c2ccc(S(=O)(=O)NC3CC3)cc2)n1C | -10 | -7 | -2 | 0 | 4 | 11 | 10 | 5
c1ccc(CNc2nc(-c3cccnc3)cs2)cc1 | -17 | 11 | 7 | 3 | -2 | -10 | -37 | 0
CCN1CCN(C(=O)CCc2nnc(CCc3c[nH]c4ccccc34)o2)[C@@H](C)C1=O | 1 | 0 | -7 | 2 | 3 | 16 | 1 | 7
CCOC(=O)C1(Cc2cccc(Cl)c2)CCCN(C(=O)c2cccnc2)C1 (centres undefined) | -23 | 11 | 1 | 7 | 5 | -7 | 6 | -1
CC(C)Oc1ccc(C(=O)NCC(=O)Nc2ccc3c(c2)CCC3)cc1 | -3 | 3 | -8 | 10 | 4 | 1 | -17 | -3
Cc1ccc(C)c(N2C(=N)S/C(=C\c3ccc(-c4ccccc4C(=O)O)o3)C2=O)c1 | . | 10 | 20 | 15 | . | . | -7 | .
COc1cc(C=O)ccc1OCC(=O)NC(C)(C)C | 6 | -2 | 1 | 0 | 4 | -3 | -3 | 12
CNc1nc(NC#N)nc(SC)n1 | 20 | 3 | 0 | 6 | 22 | 21 | 3 | -15
COc1cc2oc(=O)cc(-c3ccc(-c4ccc(N(C)C)cc4)cc3)c2c(OC)c1OC | -20 | 14 | 10 | 5 | . | . | -28 | .
Cc1cccc(NC(=O)C2CCCN2S(=O)(=O)c2ccc(F)cc2)c1C (centres undefined) | 26 | -7 | 11 | 4 | 9 | 6 | 11 | 19
O=C(N/N=C/c1ccccc1)c1ccc(CN2C(=O)c3cccc4cccc2c34)cc1 | -4 | 16 | -4 | 11 | 18 | -4 | 2 | -3
COc1ccc(NC(=O)C2COc3ccccc3O2)cc1S(=O)(=O)N1CCOCC1 (centres undefined) | 12 | 5 | 0 | -9 | 0 | 1 | -10 | 8
Cc1ccc(S(=O)(=O)N2CCN(C(=S)NCc3ccc4c(c3)OCO4)CC2)cc1 | 1 | 5 | 5 | 8 | -12 | 14 | -2 | 12
COc1cc2nc(Nc3ccc(C)c(C)c3)nc(N)c2cc1OC | -12 | -2 | -6 | 16 | 34 | 21 | 9 | -10
(listing goes on)
SMILES | 697 NFkB inh | EBI2 antag | CXCR6 block | CCR6 antagonist | UBC13 inh | Jurkat NFkB inh | Gli-Sufu antag | APJ antag
COc1ccccc1NS(=O)(=O)c1cccc(C(=O)N2CCCCCCC2)c1 | 6 | 5 | 0 | 11 | 5 | 4 | -18 | 17
COc1ccc(NC(=O)c2cc3ccccn3n2)cc1 | -169 | -1 | -2 | -2 | -10 | -119 | -91 | -8
Cc1ccc(-n2nnnc2SCC(=O)Nc2ncc(Cc3ccccc3Cl)s2)cc1 | 19 | -6 | -4 | 3 | -6 | 11 | -12 | -5
CCOCCSc1nc2c(c(=O)[nH]c(=O)n2C)n1CCCc1ccccc1 | -23 | -4 | 0 | 0 | 8 | 9 | 16 | -1
CC(C)OC(=O)CSc1nnc(-c2ccc(O)cc2)n1Cc1ccccc1 | -5 | -6 | 1 | 13 | -2 | -3 | 5 | -8
Cc1cccc(NC(=S)N2CCC(NC(=O)c3ccco3)CC2)c1 | 7 | -4 | -3 | 8 | 0 | 0 | -22 | -2
COc1cc(NC(=O)C2CC(=O)N(Cc3ccco3)C2)cc(OC)c1 (centres undefined) | 10 | 8 | -12 | 4 | 17 | 15 | -9 | 1
O=C(O)c1ccc(CS(=O)(=O)c2ccc(Br)cc2)cc1 | -19 | 1 | -2 | 8 | -16 | -7 | -11 | 11
Cc1onc(-c2c(Cl)cccc2Cl)c1C(=O)N1CCN(c2ncccn2)CC1 | -26 | -4 | 4 | 6 | 8 | -2 | -1 | 14
O=C1CCCC2=C1C(c1ccsc1)CC(=O)N2c1nnc(SCc2ccccc2)s1 (centres undefined) | . | 16 | 2 | 5 | . | . | 2 | .
Cc1cc(N2CCOCC2)nc2ccc(NC(=O)CCC(=O)N3CCC(C)CC3)cc12 | -28 | -4 | -8 | 9 | -3 | -46 | -22 | -3
COc1cc2c(=O)n(Cc3ccco3)c(=O)n(CC(=O)c3ccc(Br)cc3)c2cc1OC | 26 | 16 | 11 | 15 | -1 | 14 | -1 | 11
Cc1ccc(NC(=O)c2cnn(-c3ccccc3)c2NC(=O)c2ccco2)cc1 | -26 | -9 | -4 | 1 | -2 | 12 | -8 | 7
CC(C)C[C@@]12C(=O)N(c3cccc(Br)c3)C(=O)N1[C@H](c1ccc(F)cc1)[C@@H]1C(=O)N(C3CCCCC3)C(=O)[C@@H]12 | 15 | -8 | -5 | -8 | -16 | 10 | -3 | -28
COc1cc(/C=N/Nc2nc(=O)[nH]nc2C)ccc1O | 3 | -4 | -9 | -10 | -22 | 4 | 5 | 22
Cc1cc(C)n(CCc2nc(-c3cc4ccccc4o3)cs2)n1 | -40 | 10 | 4 | 13 | 2 | -19 | 4 | 9
Cc1cccc(C(=O)NC2CCN(CC(=O)NCc3ccccc3F)CC2)c1 | 10 | 6 | -2 | 9 | 8 | 1 | -11 | 3
CN1CCc2c(sc(NC(=O)CS(=O)(=O)c3ccc(F)cc3)c2C(N)=O)C1 | -6 | -10 | 0 | -1 | -6 | 15 | 1 | 10
COC(=O)c1cc(NC(=O)CN2CCN(C(C)=O)CC2)cc(C(=O)OC)c1 | 4 | -19 | -10 | 1 | -1 | 11 | 1 | 6
Cc1c(C(=O)Nc2ccccn2)oc2c(Cl)cccc12 | 8 | 12 | 2 | 18 | 4 | -7 | -10 | 13
COc1ccc(Cl)cc1S(=O)(=O)NC(C)C(=O)NCCN1CCOCC1 (centres undefined) | . | -4 | 4 | 5 | . | . | 6 | .
COc1ccc(N2CCN(C(=O)C34CCC(C)(C(=O)C3)C4(C)C)CC2)cc1 (centres undefined) | 24 | 0 | 1 | -4 | 5 | -16 | -2 | 1
CCCCOc1ccc(C(=O)NNC(=O)c2cnccn2)cc1OC | 13 | 11 | 0 | -6 | 64* | 0 | -24 | 8
Cc1c(-c2csc(N)n2)c2ccccc2n1C | -2 | -1 | -6 | -8 | -8 | -15 | -13 | -4
COc1ccc(/C=C2/CCCC(C(=O)C(F)(F)F)=C2O)cc1OC | -8 | -7 | 11 | 18 | 2 | 13 | 1 | 7

Fetched by structure from above:
SMILES | 697 NFkB inh | EBI2 antag | CXCR6 block | CCR6 antagonist | UBC13 inh | Jurkat NFkB inh | Gli-Sufu antag | APJ antag
CC(C)OC(=O)CSc1nnc(-c2ccc(O)cc2)n1Cc1ccccc1 | -5 | -6 | 1 | 13 | -2 | -3 | 5 | -8
COc1ccc(Cl)cc1S(=O)(=O)NC(C)C(=O)NCCN1CCOCC1 (centres undefined) | . | -4 | 4 | 5 | . | . | 6 | .

Returning to the listing, repeating the two entries before the break.
SMILES | 697 NFkB inh | EBI2 antag | CXCR6 block | CCR6 antagonist | UBC13 inh | Jurkat NFkB inh | Gli-Sufu antag | APJ antag
Cc1c(-c2csc(N)n2)c2ccccc2n1C | -2 | -1 | -6 | -8 | -8 | -15 | -13 | -4
COc1ccc(/C=C2/CCCC(C(=O)C(F)(F)F)=C2O)cc1OC | -8 | -7 | 11 | 18 | 2 | 13 | 1 | 7
N#CCc1ccc(NC(=O)CSc2nnc(C3CC3)n2C2CC2)cc1 | 10 | 4 | 7 | 9 | 4 | 2 | -6 | -1
COc1ccc2cc1Oc1ccc(cc1)C[C@H]1c3c(cc4c(c3Oc3cc5c(cc3OC)CCN(C)[C@@H]5C2)OCO4)CCN1C | -23 | 3 | 10 | 20 | 25 | 23 | -14 | 26
CC(=O)NCCOc1nc(N(C)C)nc(N2CCCCC2)n1 | -13 | 3 | -6 | 5 | -5 | -8 | -6 | -5
O=C(Nc1ccc(F)cc1F)C1(c2cccs2)CCOCC1 | 10 | 4 | -4 | 9 | 2 | 6 | 3 | -1
Cc1ccc(C2=NOC(C)(c3nnc(-c4ccc(F)cc4)o3)C2)cc1 (centres undefined) | 5 | -11 | 2 | 9 | 5 | -2 | 16 | 0
CCC(C)(C)C(=O)Nc1ccc(C(N)=O)cc1 | 19 | -6 | 3 | -7 | 2 | 0 | 0 | -22
Nc1c(-c2ccccc2)cnn1C1CCS(=O)(=O)C1 (centres undefined) | 18 | -2 | -1 | 4 | 3 | 8 | 12 | 8
CCOCC(=O)Nc1ccc(S(=O)(=O)Nc2nccs2)cc1 | -4 | -13 | 0 | 11 | -2 | 2 | 40 | 7
CC(C)c1ccc(/C=C/C(=O)NC2CCCCC2)cc1 | -11 | 23 | 2 | 8 | -4 | -22 | -9 | -16
CCOC(=O)c1nc2cc3n(c(CC(C)C)c-2c1C)CC(C)=C3C | -4 | 1 | -4 | -1 | 8 | 10 | 35 | -3
COc1ccc(CNC(=O)CSc2nnc(NC(=O)c3ccccc3F)s2)cc1 | -70 | -7 | -5 | 4 | 8 | -9 | -71 | 10
C[C@@H](CN=[N+]=[N-])CN1CC[C@H](C(C)(C)C)CCC1=O | -28 | -3 | 6 | 2 | -4 | -6 | -18 | -6
COc1ccc(N=C2SC(CC(=O)Nc3ccccc3OC)C(=O)N2Cc2ccco2)cc1 (centres undefined) | -7 | 8 | 1 | 5 | -10 | -1 | -6 | -5
Fc1ccccc1C1c2[nH]c3ccccc3c2CCN1CCCn1cccn1 (centres undefined) | -5 | 6 | -5 | 5 | 1 | -9 | 4 | 6
COCc1cc(CN(C)C(=O)c2oc3c(F)cccc3c2C)[nH]n1 | -16 | -2 | 1 | 4 | -1 | 1 | -2 | 18
CC(C)(c1ccccc1)c1ccc(OCCN)cc1 | 6 | -3 | 2 | -4 | 17 | 22 | 0 | 19
C=CCNc1nc(N)c([N+](=O)[O-])c(NCCO)n1 | -9 | -4 | -3 | 2 | -8 | 16 | 1 | 0
CCN1CCN(CCC(=O)Nc2ccc3c(c2)OCO3)CC1 | 11 | -8 | -3 | 9 | -1 | -1 | -10 | -13
CCN(CC)CC#CCC(O)(c1ccccc1)C1CCCCC1 (centres undefined) | -20 | -3 | -4 | 13 | 6 | -5 | 23 | 6
COC(=O)c1ccc(OCCOc2ccccc2C)cc1 | -5 | 5 | 0 | 12 | 2 | 2 | 19 | -10
